Screening data from PubChem BioAssay.
ANO1 activ = TMEM16A chloride channel activators or potentiators, primary screen, cell-based, HTS | HEK293 TMEM16A/YFP-H148Q/I152L, iodide quench fluorescence; stronger effect = lower value | hit rate 0.3% among 340,000 | AID 623877, 2012 | B-score at 10 µM;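 active = fluorescence-ratio B-score plate-corrected deviation score at least 3 library SD below zero, with starting fluorescence score within 5 deviations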;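 note: channel opened by trigger with iodide after compound preincubation; score built on the fluorescence ratio of max minus min over baseline; more negative score means more quench and so TMEM16A activation or potentiation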
ANO1 block = TMEM16A chloride channel inhibitors, primary screen, cell-based, HTS. hit rate 1.2% among 310,000. normalized B-score (activity score, 25-100; higher = stronger inhibition) at 10 µM. HEK293 TMEM16A/YFP iodide influx fluorescence, ionomycin. Anoctamin-1 (Mus musculus), Q8BHY3;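 active = ratio plate-corrected score three or more library SD toward inhibition, starting fluorescence score within five deviations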;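 note: score derived from kinetic fluorescence span divided by baseline fluorescence per well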
MrgX1 agonist = agonists of human MrgX1 receptor, primary screen, HEK293 cells, Fluo-4 calcium flux; Mas-related G-protein coupled receptor member X1 (Homo sapiens), Q96LB2; B-score at 10 µM; Fluo-4 calcium fluorescence, agonist mode; stronger effect = higher value; hit rate 0.44% among 310,000;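 active = calcium response B-score plate-corrected fluorescence ratio at least 3 library SD, with starting fluorescence B-score inside 5 SD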
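Material: HEK293 cells stably expressing human MrgX1 receptor | Quantity: 15,000 cells per well | Times: Cells plated overnight, dye loaded 0.5 h 37 °C, 0.5 h room temperature | Measured by: Kinetic Fluo-4 NW fluorescence of intracellular calcium | Control set: Positive and negative controls per plate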
RGS4 inh = RGS4 inhibitors, primary screen, cell-based, HEK293 M3R inducible RGS4, calcium flux; Regulator of G-protein signaling 4 (Homo sapiens), P49798; Fluo-4 calcium flux; stronger effect = higher value; triggered by carbachol at its EC20; B-score at 10 µM; hit rate 0.45% among 310,000;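 active = B-score, a plate-corrected calcium signal, over three deviations above library mean, with baseline fluorescence within five deviations of library mean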;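 note: RGS4 expression induced by doxycycline in cells with stable M3 receptor; B-score is computed from the integrated fluorescence ratio over baseline after carbachol; higher B-score means a larger calcium signal and so more RGS4 inhibition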
RGS4 act = RGS4 potentiators or activators, primary screen, cell-based, HEK293 M3R inducible RGS4, calcium flux; hit rate 0.92% among 310,000; carbachol calcium flux Fluo4; stronger effect = lower value; B-score at 10 µM;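 active = B-score of the integrated calcium signal more than 4 SD below the library mean, with starting fluorescence not abnormally high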;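 note: negative B-score means reduced calcium response which marks RGS4 activation or potentiation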
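Assay system: HEK293 FlpIn-TREx cells, stable M3R, doxycycline-inducible RGS4 / Probe or stimulus: carbachol, ECmax concentration / Times: overnight RGS4 induction, 30 min dye load 37 °C, 20 min compound RT / Signal: kinetic calcium fluorescence imaging with Fluo4-AM dye, 2 µM / Measure: Agonist-evoked peak-minus-minimum fluorescence over baseline, integrated ratio, B score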
hERG rescue = hERG rescue from dofetilide block, primary screen, cell-based, CHO-hERG, FluxOR thallium flux, dofetilide IC70; Voltage-gated inwardly rectifying potassium channel KCNH2 (Homo sapiens), Q12809; dofetilide IC70 present; activation (rescue from dofetilide block), less the hit threshold, % at 10 µM; hit rate 0.51% among 310,000; AID 1511, 2009;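 active = activation above the mean of controls blocked by dofetilide plus 5 SD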;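 note: thallium influx through hERG after potassium depolarization seen as dye fluorescence rise; in these data hits start at about 4.7%; inactives centre near -7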
KCNQ1 block = inhibitors of human KCNQ1 channel, primary screen, cell-based, thallium flux, high-throughput; Potassium voltage-gated channel subfamily KQT member 1 (Homo sapiens), P51787; B-score at 10 µM; CHO-K1 KCNQ1, FluxOR thallium flux fluorescence; stronger effect = higher value; hit rate 1.3% among 310,000;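 active = compounds whose thallium flux B-score, printed positive for inhibition, exceeds three library SD while starting fluorescence stays within three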;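 note: channel opened by potassium depolarization with thallium stimulus after 20 min compound exposure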
Target sequence (P51787 whole entry, looked up): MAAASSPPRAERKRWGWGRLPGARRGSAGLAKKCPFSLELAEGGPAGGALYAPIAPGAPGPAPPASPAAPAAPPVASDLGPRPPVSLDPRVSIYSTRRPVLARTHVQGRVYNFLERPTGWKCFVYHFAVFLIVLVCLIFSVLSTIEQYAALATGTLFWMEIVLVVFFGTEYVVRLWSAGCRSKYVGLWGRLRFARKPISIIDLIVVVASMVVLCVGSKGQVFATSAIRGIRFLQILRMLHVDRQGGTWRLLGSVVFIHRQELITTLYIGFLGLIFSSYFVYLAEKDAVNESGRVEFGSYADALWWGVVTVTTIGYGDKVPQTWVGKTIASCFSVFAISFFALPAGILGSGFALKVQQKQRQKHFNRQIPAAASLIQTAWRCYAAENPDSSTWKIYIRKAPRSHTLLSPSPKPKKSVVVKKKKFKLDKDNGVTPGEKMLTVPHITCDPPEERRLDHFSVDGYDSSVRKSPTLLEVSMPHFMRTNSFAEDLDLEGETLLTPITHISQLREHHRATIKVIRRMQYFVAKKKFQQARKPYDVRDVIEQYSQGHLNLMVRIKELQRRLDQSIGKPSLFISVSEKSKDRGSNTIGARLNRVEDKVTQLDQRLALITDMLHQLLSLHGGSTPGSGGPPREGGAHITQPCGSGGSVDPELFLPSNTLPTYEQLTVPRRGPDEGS
MrgX1 PAM = positive allosteric modulators of MrgX1, primary screen, HEK293 cells, Fluo-4 calcium flux. B-score at 10 µM. Mas-related G-protein coupled receptor member X1 (Homo sapiens), Q96LB2. FDSS; stronger effect = higher value. hit rate 0.63% among 310,000;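 active = plate-corrected calcium response at least 3 library SD above typical, normal starting fluorescence, not activating the receptor alone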;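 note: compound read alongside a low EC10 to EC30 dose of BAM8-22 agonist; peak minus trough fluorescence over baseline measured at the second addition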
KCNK9 inh = KCNK9 potassium channel inhibitors, primary screen, HEK293 cells, thallium flux. AID 488922, 2010. FluxOR thallium flux fluorescence; stronger effect = lower value. hit rate 1.2% among 310,000. B-score at 10 µM. Potassium channel subfamily K member 9 (Homo sapiens), Q9NPC2;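 active = ratio B-score over 3 SD below the library mean, with starting fluorescence within 5 SD of its mean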;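 note: negative B-score means less thallium flux so channel inhibition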
KCNK3 block = human KCNK3 channel inhibitors, primary screen, CHO cells, FluxOR thallium flux, B-score. FluxOR fluorescence; stronger effect = lower value. B-score at 10 µM. hit rate 0.84% among 340,000. AID 602410, 2012;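 active = B-score under library mean minus 4 SD, starting fluorescence ratio at most library mean plus 5 SD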;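 note: more negative B-score means stronger inhibition of thallium flux through KCNK3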
Target sequence (O14649 whole entry, looked up): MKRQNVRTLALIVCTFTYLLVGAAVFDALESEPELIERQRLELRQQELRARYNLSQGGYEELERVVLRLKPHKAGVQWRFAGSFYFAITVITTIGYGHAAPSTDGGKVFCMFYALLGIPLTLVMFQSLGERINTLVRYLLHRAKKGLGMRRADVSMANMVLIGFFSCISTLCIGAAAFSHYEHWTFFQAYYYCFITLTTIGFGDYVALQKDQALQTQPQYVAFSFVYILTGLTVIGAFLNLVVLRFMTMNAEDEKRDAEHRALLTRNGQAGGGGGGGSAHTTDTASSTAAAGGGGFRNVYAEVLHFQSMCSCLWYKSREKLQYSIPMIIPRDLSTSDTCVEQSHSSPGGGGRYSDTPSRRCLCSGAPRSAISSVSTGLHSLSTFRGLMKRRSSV
KCNQ1 act = potentiators or activators of KCNQ1 channel, primary screen, cell-based, thallium flux, high-throughput; Potassium voltage-gated channel subfamily KQT member 1 (Homo sapiens), P51787; CHO-K1 KCNQ1, thallium flux FluxOR fluorescence; stronger effect = higher value; B-score at 10 µM; hit rate 0.35% among 310,000; AID 2648, 2010;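 active = fluorescence ratio B-score, a plate-corrected score, at least three library SD, with initial intensity B-score within 5 SD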
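Material: CHO-K1 cells stably expressing KCNQ1. Medium: assay buffer for compound exposure, DMSO matched across wells. Reagent: K+/Tl+ depolarizing stimulus. Compound dosing: single-concentration screen. Times: 37 °C overnight plating, 90-min dark dye load, 20-min compound pretreatment. Technique: FluxOR Tl+ flux fluorescence.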
The depositor's hits bear a star; i = inactive; · = no result given. Compounds as they come, and some 6.3% of all compounds hit somewhere here.

SMILES | ANO1 activ | ANO1 block | MrgX1 agonist | RGS4 inh | RGS4 act | hERG rescue | KCNQ1 block | MrgX1 PAM | KCNK9 inh | KCNK3 block | KCNQ1 act
CCOc1cc(/C=N/NC(=O)c2ccc(=O)n(C)c2)ccc1O | i | i | i | i | i | -2 | i | i | i | i | i
O=C(COC(=O)CCc1nc2ccccc2s1)Nc1ccc(S(=O)(=O)N2CCOCC2)cc1 | i | i | i | i | i | -14 | i | i | i | i | i
COC(=O)c1cc(Br)c(=O)n(CCN(C(C)C)C(C)C)c1 | i | i | i | i | i | -3 | i | i | i | i | i
Cc1cc(C)n(S(=O)(=O)c2ccc(Cl)cc2)n1 | i | i | i | i | i | -9 | i | i | i | i | i
CCCN(CCC)C(=O)c1ccc2c(c1)S(=O)(=O)c1ccccc1C2=O | i | i | i | i | i | -17 | i | i | i | i | i
CC1(C)Cc2c(sc3c2c(N)nc(=S)n3Cc2ccccc2)CO1 | · | i | i | i | i | -8 | i | i | i | · | i
Cc1ccc(NC(=O)C2CCN(S(=O)(=O)c3c(C)[nH]c(=O)[nH]c3=O)CC2)cc1 | i | i | i | i | i | 1 | i | i | i | i | i
Cc1cc(Nc2ccccc2C(=O)O)n(-c2ccc([N+](=O)[O-])cc2)n1 | i | i | i | i | i | -6 | i | i | i | i | i
Nn1c(SCC(=O)NCC2CCCO2)nnc1-c1ccc(OC(F)F)cc1 (centres undefined) | i | i | i | i | i | -6 | i | i | i | i | i
O=C(Nc1ccc([N+](=O)[O-])cn1)C1CC1 | i | i | i | i | i | -5 | i | i | i | i | i
Cc1ccccc1N1CCN(CC(=O)Nc2nc(C)c(C(=O)N(C)C)s2)CC1 | i | i | i | i | i | -9 | i | i | i | i | i
Cc1cccc(C)c1N(CC(=O)N(C)Cc1ccccc1)S(C)(=O)=O | i | i | i | i | i | -11 | i | i | i | i | i
COc1ccccc1Nc1nnc(SCc2cc(=O)n3ccsc3n2)s1 | i | i | i | i | i | -14 | i | i | i | i | i
CC(=O)Nc1ccc2oc(-c3ccccc3Br)nc2c1 | · | i | i | i | i | -6 | i | i | i | i | i
C/C(=N\OC(=O)Nc1ccccc1)c1cnn(-c2cc(C(F)(F)F)cc(C)n2)c1C | i | i | i | i | i | -7 | i | i | i | i | i
CCOC(=O)c1ccc(NC(=O)CSc2nc(NC(=O)c3ccccc3)c3c(C)c(C)oc3n2)cc1 | i | i | i | i | i | -11 | i | i | i | i | i
CCN1CCN(c2nc(N)c([N+](=O)[O-])c(Nc3ccc(C)cc3)n2)CC1 | i | i | i | i | i | -7 | i | i | i | i | i
CCCCn1c(CNC(=O)CC)nc2ccccc21 | i | i | i | i | i | -8 | i | i | i | i | i
CN1CCN(C2=Nc3ccccc3Oc3ccc(Cl)cc32)CC1 | i | i | i | i | i | -8 | i | i | i | i | i
C=CCNC(=O)CSc1nnc(-c2ccccc2Br)n1-c1cccc(C(F)(F)F)c1 | i | i | i | i | i | -4 | i | i | i | i | i
COCC(=O)Nc1sc2c(c1C(=O)OC)CCCC2 | i | i | i | i | i | -12 | i | i | i | i | i
C/C(CC(O)c1ccc2ccccc2n1)=N/O (centres undefined) | i | i | i | i | i | -9 | i | i | i | i | i
CCOC(=O)C1CCN(Cc2cc(Cl)c3ccccc3c2O)CC1 | i | i | i | i | i | 0 | i | i | i | i | i
N#CCc1ccc(NC(=O)Nc2cccc(Cl)c2)cc1 | i | i | i | i | i | -4 | i | i | i | i | i
N#Cc1ccc(OCC(O)CN2CCN(C(c3ccccc3)c3ccccc3)CC2)cc1 (centres undefined) | i | i | i | i | i | -15 | i | i | i | i | i
COc1ccc(OC)c(-c2csc(NC(=O)CSc3ccccc3)n2)c1 | i | i | i | i | i | -20 | i | i | i | i | i
CC(=O)Nc1nnc(C2=COCCO2)o1 | i | i | i | i | i | -8 | i | i | i | i | i
COc1cc(OC)cc(C(=O)Nc2nc(-c3ccccc3)c(-c3ccccc3)o2)c1 | i | i | i | i | i | -5 | i | i | i | i | i
COc1cc(S(=O)(=O)NCc2ccccc2)ccc1Br | i | i | i | i | i | -9 | i | i | i | i | i
OCCOCCn1c(C(CO)Nc2nc(-c3ccc(F)cc3)cs2)nc2ccccc21 (centres undefined) | i | i | i | i | i | -10 | i | i | i | i | i
Cc1ccccc1CC1(CO)CCCN(Cc2cn[nH]c2-c2ccccc2)C1 (centres undefined) | i | i | i | i | i | -12 | i | i | i | i | i
CCOc1ccc(S(=O)(=O)N2CCCC(C(=O)N3CCN(c4ccccc4)CC3)C2)cc1 (centres undefined) | i | i | i | i | i | -10 | i | i | i | i | i
O=C1N=C2SCCN2/C1=C\c1ccccc1Cl | i | i | i | i | i | -11 | i | i | i | i | i
CNS(=O)(=O)c1cc(Br)ccc1S(=O)c1ccccc1C(=O)O (centres undefined) | i | i | i | i | i | -7 | i | i | i | i | i
C#CCNC(=O)C1CCN(c2cc(C)nc(-c3ccccc3)n2)CC1 | i | i | i | i | i | -9 | i | i | i | i | i
O=C(CN1C(=O)CSc2ccccc21)NCCC1=CCCCC1 | i | i | i | i | i | -8 | i | i | i | i | i
O=[N+]([O-])c1ccc(Cc2cncc(O)c2)cc1 | i | i | i | i | i | 1 | i | i | i | i | i
c1ccc(-c2cc3c(nn2)CCc2nonc2-3)cc1 | i | i | i | i | i | -9 | i | i | i | i | i
COC(=O)c1ccc(Oc2ccc(C(F)(F)F)cn2)cc1 | i | i | i | i | i | -11 | i | i | i | i | i
O/N=C1\CC/C(=N\O)c2nn(-c3ccccc3Cl)nc21 | i | i | i | i | i | -9 | i | i | i | i | i
CCOC(=O)CN1C(=O)C(=O)N(Cc2ccccc2F)C1=O | i | i | i | i | i | 0 | i | i | i | i | i
O=C(CCSc1ccccc1)N1CCOCC1 | i | i | i | i | i | -5 | i | i | i | i | i
COc1ccc(C(=O)NCCN2CCN(C(=O)c3ccc(OC)c(OC)c3)CC2)cc1OC | i | i | i | i | i | -9 | i | i | i | i | i
Cc1cc(NS(=O)(=O)c2ccc(NC(=O)c3ccco3)cc2)nc(C)n1 | i | i | i | i | i | -14 | i | i | i | i | i
CCOc1cc(C(=O)N(CC)CC(=O)Nc2c(F)cccc2F)ccc1OCC(=O)N1CCCCC1 | i | i | i | i | i | -17 | i | i | i | i | i
O=C(Nc1ccc(Cl)c(Cl)c1)c1cccc(S(=O)(=O)NCc2cccnc2)c1 | i | i | i | i | i | -18 | i | i | i | i | i
Cc1[nH]c2c(C)cccc2c1CC(=O)O | i | i | i | i | i | -6 | i | i | i | i | i
COc1ccc(CN(CC(=O)NCC2CCCO2)C(=O)CNS(=O)(=O)c2ccc(C)cc2)cc1 (centres undefined) | i | i | i | i | i | -11 | i | i | i | i | i
Cc1c(Cl)cccc1NC(=O)CN(C1CCCCC1)S(C)(=O)=O | i | i | i | i | i | -9 | i | i | i | i | i
CCOc1ccccc1N(CC(=O)OC)S(C)(=O)=O | i | i | i | i | i | 4.6* | i | i | i | i | i
COc1ccc(CC(NC(C)=O)C(=O)N2CCN(C(=O)Nc3ccc(Cl)cc3)CC2)cc1OC (centres undefined) | i | i | i | · | · | · | · | i | · | i | ·
Cc1cccc(NNC(=O)c2c(F)cccc2Cl)c1 | i | i | i | i | i | -7 | i | i | i | i | i
O=C(NCCc1ccccc1C(F)(F)F)C1CCC(=O)N(CCCN2CCCC2=O)C1 (centres undefined) | i | i | i | i | i | -2 | i | i | i | i | i
O=C(NCCCO)c1cc2c([nH]c3ccccc32)c(-c2ccc(F)cc2)n1 | i | i | i | i | i | -22 | i | i | i | i | i
COc1ccc(NC(=O)CCNC(=O)C2CCN(S(=O)(=O)c3ccc(F)cc3)CC2)cc1OC | i | i | i | i | i | -3 | i | i | i | i | i
CCc1ccc(C(=O)NC2CCCCC2)s1 | i | i | i | i | i | -5 | i | i | i | i | i
CCCc1cc(=O)oc2c(C)c(OCc3nn[nH]n3)ccc12 | i | i | i | i | i | -10 | i | i | i | i | i
O=C(N/N=C1\CCCc2ccccc21)c1ccc([N+](=O)[O-])cc1 | i | i | i | i | i | -8 | i | i | i | i | i
CCN1CCN(S(=O)(=O)c2ccc3c(c2)NC(=O)CS3)CC1 | i | i | i | i | i | -8 | i | i | i | i | i
O=C(CC1SC2=NCCN2C1=O)Nc1ccccc1 (centres undefined) | i | i | i | i | i | -5 | i | i | i | i | i
Other results follow:
SMILES | ANO1 activ | ANO1 block | MrgX1 agonist | RGS4 inh | RGS4 act | hERG rescue | KCNQ1 block | MrgX1 PAM | KCNK9 inh | KCNK3 block | KCNQ1 act
COc1ccc(C(CCNCc2ccc(N(C)C)cc2)c2ccccc2)cc1 (centres undefined) | i | i | i | i | i | -22 | i | i | i | i | i
C/C(CC(=O)Nc1ccccc1Cl)=N\NC(=O)C(=O)NCCO | i | i | i | i | i | -11 | i | i | i | i | i
O=C1NC(c2ccccc2)=CC(c2ccccc2O)N1 (centres undefined) | i | i | i | i | i | -10 | i | i | i | i | i
Cc1cccc(NC(=O)/C(C#N)=C/c2cn(CC(=O)NCc3ccco3)c3ccccc23)c1C | i | i | i | i | i | -3 | i | i | i | i | i
